Source: PubChem
Abeta yeast res – compounds reversing amyloid beta toxicity in yeast | AID 1347071 | actives 0.063% (n = 410,000) | yeast expressing A-beta42, growth rescue, OD600, 48 h; response scale: 0% DMSO, 100% iron-clioquinol control | Potency, µM (titrated, usually from 46.1 µM), for inactives: at the top dose growth rescue, usual class: activators; further: potency means the concentration at half of the fitted maximal effect; nearly all actives have a fitted effect of over 55% in size
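Growth rescue measured by 600 nm absorbance after 48 h yeast culture at 30 C with compound. Values normalized between DMSO and an equimolar ferric chloride plus clioquinol control.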
EPAC1 agonist – EPAC1 (human) agonism; EPAC1 agonist qHTS, biochemical assay; response scale: 100% = response to 6.5 mM cAMP; Potency, µM (top dose mostly 154 µM), for the others: top-dose activation, hits mostly activators; actives 0.073% (n = 360,000); further: potency means the concentration at half of the fitted maximal effect; nearly all actives have a fitted effect of over 60% in size
Target sequence (O95398 whole entry, looked up): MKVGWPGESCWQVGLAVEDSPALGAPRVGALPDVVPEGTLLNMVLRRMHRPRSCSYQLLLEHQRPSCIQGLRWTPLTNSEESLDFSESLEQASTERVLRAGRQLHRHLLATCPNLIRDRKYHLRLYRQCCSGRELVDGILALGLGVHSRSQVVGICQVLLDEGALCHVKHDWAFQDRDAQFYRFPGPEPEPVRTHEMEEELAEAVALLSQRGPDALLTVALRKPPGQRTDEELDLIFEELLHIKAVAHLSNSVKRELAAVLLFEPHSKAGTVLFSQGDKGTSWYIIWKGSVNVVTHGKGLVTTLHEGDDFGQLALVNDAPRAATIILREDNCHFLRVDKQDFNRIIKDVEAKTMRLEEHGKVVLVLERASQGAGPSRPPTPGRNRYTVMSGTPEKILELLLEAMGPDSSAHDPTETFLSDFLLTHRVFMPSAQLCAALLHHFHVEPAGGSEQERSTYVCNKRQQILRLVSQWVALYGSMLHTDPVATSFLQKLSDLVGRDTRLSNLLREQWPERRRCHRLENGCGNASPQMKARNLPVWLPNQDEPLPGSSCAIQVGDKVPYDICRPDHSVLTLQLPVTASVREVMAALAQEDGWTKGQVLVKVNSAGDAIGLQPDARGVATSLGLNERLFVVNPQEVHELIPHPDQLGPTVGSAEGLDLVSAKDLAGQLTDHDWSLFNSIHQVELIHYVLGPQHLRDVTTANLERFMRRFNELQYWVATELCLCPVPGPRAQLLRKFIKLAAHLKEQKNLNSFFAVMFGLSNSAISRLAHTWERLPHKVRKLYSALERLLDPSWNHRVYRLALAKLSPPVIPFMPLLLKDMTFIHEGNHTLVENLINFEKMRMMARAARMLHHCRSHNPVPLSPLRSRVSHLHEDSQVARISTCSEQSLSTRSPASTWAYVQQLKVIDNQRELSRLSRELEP
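Multi-concentration qHTS readout: loss of Rap1B-bound BODIPY-GDP fluorescence driven by 100 nM EPAC1 with excess GDP (50 uM), monitored kinetically at room temperature; agonist response expressed relative to 6.5 mM cAMP.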
EPAC1 antag – EPAC1 (human) antagonism | EPAC1 GEF assay, Rap1b-BODIPY-GDP exchange fluorescence | AID 720709 | Potency, µM (top dose mostly 115 µM), for the others: top-dose activity change, negative = inhibition, hits mostly inhibitors | actives 0.14% (n = 360,000);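 further: potency means the concentration at half of the fitted maximal effect; plate controls were vehicle for no effect and positive control for full effect; nearly all actives have a fitted effect of over 50% in size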
FUS yeast rescue – suppressors of FUS proteinopathy in yeast; actives 0.24% (n = 390,000); S. cerevisiae FUS-expressing, growth rescue, OD600, 24 h; Potency, µM (doses to about 76.6 µM), for the others: at the top dose growth rescue (activation), hits mostly activators;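 further: potency means the concentration at half of the fitted maximal effect; plate controls were DMSO vehicle for no effect and reference control for full effect; nearly all actives have a fitted effect of over 55% in size; some results filed as inactive show a strong effect at the top dose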
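Read-out: OD at 600 nm after 24hr at 30C, reporting rescue of FUS-induced yeast toxicity. Cells at OD 0.005 in galactose (2%) minimal medium; compounds tested in a dilution series; CP55940 titration from 92uM final as control.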
PLK1 PBD inh – blocks phosphopeptide binding to human PLK1 polo-box domain; P53350; Plk1 PBD binding of FITC phosphopeptide, fluorescence polarization; Potency, µM, without a hit: max response, negative = inhibition, hits mostly inhibitors; actives 2.8% (n = 360,000); further: potency means the concentration at half of the fitted maximal effect; series mostly up to about 57 µM; on the % scale 0 is the no-effect control and ±100 the full control effect; nearly all actives have a fitted effect of over 65% in size
IL2 activator – activates IL-2 in a cell-based reporter assay. activation, % (series mostly up to about 46 µM). AID 652025. actives 0.065% (n = 360,000). IL-2 activation reporter assay, cell-based qHTS; stimulated with anti-CD3/CD4/CD28 beads; in transgenic mouse T cells; in the data active means activation above about 50%; inconclusive means mostly about 30% to 49%; further: 0% is about no effect
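EGFP and DsRed fluorescence is measured by plate cytometry in unstimulated transgenic mouse T cells exposed to compound for 60 minutes, then stimulated 18 hours at 37 degrees C with anti-CD3/anti-CD4 beads plus anti-CD28.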
WRN inhibitor – WRN helicase (human) inhibition; Q14191; Potency, µM (doses to about 114 µM), inactives show at the highest dose activity change, negative = inhibition, most hits filed as inhibitors; WRN helicase unwinding, fluorescent forked duplex, kinetic; AID 651768; actives 0.46% (n = 360,000); further: potency means the concentration at half of the fitted maximal effect; on the % scale 0 is the no-effect control and ±100 the full control effect; nearly all actives have a fitted effect of over 55% in size
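WRN at 20 nM final was preincubated with compound for 15 min at room temperature; reaction started with 100 nM forked duplex oligonucleotide carrying fluorophore and quencher plus 2 mM ATP (final). Unwinding followed kinetically by red fluorescence (ex 525/em 598 nm).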
PI5P4Ka inh – PI5P4K alpha (human) kinase inhibition | actives 1.2% (n = 330,000) | AID 652105 | max response, % | PI5P4Kalpha enzyme, ADP-Glo luminescence, 60 min; hits give low values | P48426; active means max response of -50% or lower; inconclusive means between -30% and -50%; inactive means -30% or higher; further: value at the top dose of about 77 µM; on the % scale 0 is the no-effect control and ±100 the full control effect
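Luminescence from ADP-Glo served as readout of PI5P4Kalpha activity in a qHTS format. Reaction: enzyme, substrate, compound, ATP at 5 microM final, 60 min at RT.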
The depositor's hits bear a star; ? = inconclusive; nt = not tested or not shown; [ ] = remark or other dose. Unless noted, the call rests on the fitted dose curve; in most records, active means well fitted curve in the direction sought with a large enough effect; inconclusive means small, poorly fitted or top-dose-only effect, or another doubt; inactive means no such curve, though single readings can be large; an effect the other way counts as inactive or inconclusive.

#	mol	Abeta yeast res	EPAC1 agonist	EPAC1 antag	FUS yeast rescue	PLK1 PBD inh	IL2 activator	WRN inhibitor	PI5P4Ka inh
1	COc1ccc(S(=O)(=O)N2CCOCC2)cc1NC(=O)CCCSc1ccccc1	-9.0%	-2.5%	12.5%	-10.6%	-0.9%	-2.4	11.4%	4.2
2	COC(=O)c1sccc1NC(=O)C1C2C=CC(C2)C1C(=O)O (stereo unspecified)	17.0%	4.0%	?	11.7%	-7.9%	-0.7	4.5%	0.6
3	CCN(CC)CCCNC(=S)N1CCN(c2nc3ccccc3n2CC)CC1	4.3%	1.7%	-7.1%	14.3%	-10.4%	-2.8	4.0%	0.4
4	Cc1ccc(CN2CCNC(=O)C2CC(=O)NCc2cc(C)n(C)n2)cc1 (stereo unspecified)	-15.7%	1.5%	2.6%	nt	-9.5%	-2.8	-16.2%	-3.0
5	CC(=O)c1cccc(-c2ccc(CN3C(CC(C)C)C(=O)N(Cc4cn(CC5CCCCC5)nn4)CCS3(=O)=O)cc2)c1 (stereo unspecified)	-12.2%	-14.6%	5.8%	27.8%	-3.5%	-0.3	-1.8%	4.3
6	Cc1ccccc1-n1c(SCC(N)=O)nc2sc(-c3ccccc3)cc2c1=O	?	-9.6%	11.1%	-13.6%	-3.0%	-0.5	-3.3%	-1.1
7	CCN(C[C@H]1N[C@@](CC)(C(=O)OC)[C@H]2C(=O)N(Cc3ccccc3)C(=O)[C@@H]12)C(=O)Nc1ccc(Cl)cc1	-2.5%	-29.1%	-8.6%	0.1%	-1.4%	-0.3	2.8%	-3.2
8	Cc1ccc(C(=O)NC(C)c2ccncc2)o1 (stereo unspecified)	10.2%	-1.5%	-27.0%	-3.4%	-7.6%	-1.3	9.2%	2.7
9	O=C1NC2CCCCC2C(=O)N1OS(=O)(=O)c1ccccc1 (stereo unspecified)	-46.5%[inhibitor]	-6.5%	0.9%	-1.5%	0.752µM*	-1.1	50.1µM*	-19.8
10	CN(C)S(=O)(=O)c1cccc(NC(=O)Cn2cc(C(F)(F)F)cc(Cl)c2=O)c1	-9.1%	0.0%	-16.1%	33.4%	-3.7%	0.3	-2.8%	5.3
11	Cc1ncc(CO)c(/C=N/NC(=S)Nc2ccc(F)cc2)c1O	-29.9%	-1.7%	?	6.2%	-26.6%	3.0	-18.1%	?
12	O=C(N/N=C/c1sc(N2CCOCC2)nc1-c1ccccc1)c1cccc(S(=O)(=O)N2CCOCC2)c1	-10.7%	3.6%	1.6%	?	6.2%	-0.4	-10.3%	1.2
13	O=C(NC1CC1)c1ccc(-n2cccc2)cc1	-10.0%	-1.9%	-0.8%	2.1%	-13.1%	-3.7	-18.3%	1.2
14	CN(CC(=O)Nc1c(Cl)cccc1Cl)C(=O)CCC1CCCC1	15.2%	0.0%	-3.4%	8.4%	0.4%	0.3	3.4%	-1.6
15	O=C(/C=C/c1cn(CC(O)CN2CCCCCC2)c2ccccc12)c1cccs1 (stereo unspecified)	-4.4%	8.3%	-7.0%	32.9%	27.4%	0.7	8.2%	-2.8
16	Cc1c(N(C)S(=O)(=O)c2ccc(Cl)c(C(=O)N3CCC(C(N)=O)CC3)c2)c(=O)n(-c2ccccc2)n1C	-14.7%	7.8%	10.7%	7.1%	-3.8%	-4.6	-1.7%	6.2
17	Cc1ccc(N(C)S(=O)(=O)c2cccc(C(=O)Nc3nnc(C4CC4)s3)c2)cc1	-19.5%	-0.6%	?	12.6%	1.1%	0.1	-4.3%[57.1 µM]	0.7
18	COc1cc([N+](=O)[O-])ccc1NC(=O)COC(=O)CCS(=O)(=O)c1ccc(C)cc1	15.8%	6.0%	1.3%	11.0%	0.7%	-0.7	-1.6%	-4.6
19	CN(C)S(=O)(=O)c1ccc(/C(O)=C2/C(=O)C(=O)N(CCCN3CCOCC3)C2c2ccncc2)cc1 (stereo unspecified)	-4.1%	5.7%	-8.8%	23.8%	-9.9%	-4.9	-2.9%	-1.5
20	CCCn1c(=O)c2[nH]cnc2n(-c2ccccc2C)c1=O	3.6%	-3.6%	9.1%	-13.9%	5.0%	1.9	-17.8%	-11.2
21	CCCCn1c(=O)c(CC(C)=O)nc2ccccc21	2.1%	-1.8%	4.3%	-8.3%	0.5%	0.8	1.7%	-1.3
22	Cn1c(NCc2ccc3occc3c2)nc2cc(-c3cccc(C(F)(F)F)c3)sc2c1=O	0.5%	1.7%	-8.5%	-12.3%	-1.0%	-0.2	-6.1%	27.7
23	O=C(CC1C(=O)NCCN1Cc1ccc(-c2ccccc2)cc1)NCc1ccncc1 (stereo unspecified)	10.7%	12.4%	4.9%	-17.7%	-11.1%	3.6	-5.5%	-3.1
24	C=CC[C@@H](CC(=O)N[C@@H](CO)Cc1ccccc1)C(=O)N[C@@H](COC(=O)[C@H](CC=C)CC(=O)OC(C)(C)C)Cc1c[nH]c2ccccc12	3.5%	-25.1%	-24.7%	35.5%	2.3%	-3.1	-4.6%	11.7
25	CC1CC(C)(C)N(C(=O)NC2CCCCC2)c2ccccc21 (stereo unspecified)	-7.9%	5.3%	-18.8%	nt	-12.3%	-0.1	14.7%	8.2
26	CCc1c(O)nc2ccccn2c1=O	7.2%	2.4%	0.6%	-33.8%	-3.2%	2.1	-7.2%	1.6
27	CN1CCN(c2sc(S(C)(=O)=O)nc2S(=O)(=O)c2ccc(Cl)cc2)CC1	15.5%	6.4%	-9.2%	3.6%	-14.0%	-0.1	10.1%	0.5
28	CC(=O)N1c2ccc(S(=O)(=O)N3CCCC3)cc2CC1C(=O)NCc1ccc(OC(C)C)cc1 (stereo unspecified)	7.2%	6.6%	-1.9%	10.7%	?	-2.2	-5.9%	2.3
29	O=c1ccc(-c2ccc(S(=O)(=O)NCc3cccc(Br)c3)s2)n[nH]1	-0.6%	6.4%	7.6%	13.3%	-11.0%	-4.7	-10.2%	-6.3
30	Nc1ccc(C(=O)OCc2nc3cc4ccccc4cc3[nH]2)cc1	18.0%	5.5%	-15.0%	24.8%	-0.3%	1.0	7.4%	-5.1

Reprinted from the part before: 5 compounds, followed by the next part.
#	mol	Abeta yeast res	EPAC1 agonist	EPAC1 antag	FUS yeast rescue	PLK1 PBD inh	IL2 activator	WRN inhibitor	PI5P4Ka inh
26	CCc1c(O)nc2ccccn2c1=O	7.2%	2.4%	0.6%	-33.8%	-3.2%	2.1	-7.2%	1.6
27	CN1CCN(c2sc(S(C)(=O)=O)nc2S(=O)(=O)c2ccc(Cl)cc2)CC1	15.5%	6.4%	-9.2%	3.6%	-14.0%	-0.1	10.1%	0.5
28	CC(=O)N1c2ccc(S(=O)(=O)N3CCCC3)cc2CC1C(=O)NCc1ccc(OC(C)C)cc1 (stereo unspecified)	7.2%	6.6%	-1.9%	10.7%	?	-2.2	-5.9%	2.3
29	O=c1ccc(-c2ccc(S(=O)(=O)NCc3cccc(Br)c3)s2)n[nH]1	-0.6%	6.4%	7.6%	13.3%	-11.0%	-4.7	-10.2%	-6.3
30	Nc1ccc(C(=O)OCc2nc3cc4ccccc4cc3[nH]2)cc1	18.0%	5.5%	-15.0%	24.8%	-0.3%	1.0	7.4%	-5.1
31	CC(=O)c1cccc(OCc2cc(C(=O)N(C)C(C)c3ccccn3)no2)c1 (stereo unspecified)	-2.4%	-25.2%	5.5%	20.7%	?	-0.6	-13.1%	6.4
32	CCOC(=O)N1CCN(C(=O)CN(Cc2ccccc2)S(=O)(=O)c2ccc(OC)c(Cl)c2)CC1	1.5%	-2.9%	15.5%	17.8%	-4.6%	0.6	3.4%	nt
33	O=C1CCC(C(=O)Nc2ccccc2N2CCOCC2)=NN1	-1.0%	1.2%	-3.2%	4.7%	-8.9%	-0.4	-10.0%	6.4
34	Cc1ccc(NC(=O)/C(=C/c2cccs2)NC(=O)c2ccco2)c(C)c1	12.5%	-6.6%	7.4%	nt	5.9%	-0.1	-1.5%	-4.5
35	CC(C)c1ccc(/C=C/C(=O)Nc2ccc(CN3CCOCC3)cc2)cc1	-9.2%	4.5%	?	13.3%	-10.3%	-2.9	-4.4%	0.0
36	COc1ccccc1N(C(C)=O)C1SC(=O)N(c2ccccc2)C1=O (stereo unspecified)	9.9%	-2.9%	4.5%	15.6%	-17.6%	-1.6	11.5%	-1.5
37	CCOC(=O)c1c(C)nc2c(c1-c1ccccc1)C(=O)CCC2	17.8%[9.22 µM]	3.9%	?	-32.9%	2.4%	-0.5	-12.6%	6.2
38	Cc1cc2nc3n(c2cc1C)CCCN3	-17.9%	6.8%	-3.4%	-14.3%	-1.5%	-0.3	3.4%	1.4
39	CC1=C(C(=O)OC(C)C)C(c2cn(-c3ccccc3)nc2-c2cccs2)NC(=O)N1 (stereo unspecified)	7.2%	0.1%	-21.5%	-5.2%	-6.9%	-1.5	-10.9%	-0.2
40	CCn1c(COc2cccc3ccccc23)nnc1SCC(=O)OC1CCCCC1	-8.9%	23.0%	-4.7%	41.7%	-5.6%	-3.3	-20.6%	nt
41	COc1ccc(C(=O)Cn2c3ccccc3n3nc(CCC(=O)O)c(=O)nc23)cc1OC	0.2%	-0.1%	1.3%	28.6%	-2.7%	0.1	4.2%	nt
42	COc1ccc(C(=O)Nc2ccc(Br)cc2F)cc1S(=O)(=O)N1CCCC1	4.9%	15.8%	-12.8%	27.1%	-8.6%	-4.7	-6.4%	11.3
43	Cc1c(Cl)cccc1N1C(=O)c2ccccc2C1=O	6.3%	1.9%	6.2%	-9.0%	-0.5%	0.7	-1.3%	nt
44	Nc1cccc2c1C(=O)N(C(=O)/C=C/c1ccc(F)cc1)C2=O	-23.7%	-3.8%	-31.0%	-0.6%	?	-0.7	?	2.2
45	C[C@@H]1CN([C@H](C)CO)C(=O)c2c(c3ccccc3n2C)-c2ccccc2CO[C@H]1CN(C)Cc1ccc(Oc2ccccc2)cc1	3.2%	-11.1%	4.3%	?	4.0%	-4.7	0.2%	9.2
